# Assay outcomes as filed in PubChem.
# Rad51 HR inh – Rad51 (human) homologous recombination inhibition | inhibition, % at 10 µM | Q06609 | hRad51 DNA strand exchange, fluorescence dequenching | actives 0.085% (n = 200,000) | AID 1385;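 active means inhibition above 40% at the single screening dose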;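 further: 0% = DMSO control wells and 100% = blanks with heterologous ssDNA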
# Target sequence (Q06609 whole entry, looked up): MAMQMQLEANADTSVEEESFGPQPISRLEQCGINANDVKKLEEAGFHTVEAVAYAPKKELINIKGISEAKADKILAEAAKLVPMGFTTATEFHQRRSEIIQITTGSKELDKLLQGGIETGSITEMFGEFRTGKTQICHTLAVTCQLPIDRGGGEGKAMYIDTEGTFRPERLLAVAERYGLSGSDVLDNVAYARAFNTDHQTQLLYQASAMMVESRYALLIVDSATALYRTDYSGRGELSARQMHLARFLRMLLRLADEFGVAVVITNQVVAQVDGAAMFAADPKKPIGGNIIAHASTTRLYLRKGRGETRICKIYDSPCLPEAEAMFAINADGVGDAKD
#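 System: hRad51 filaments on single-stranded DNA; reagent: Fluorescein- and BHQ1-tagged 47-mer duplex; compound dosing: one concentration, 10 µM final; timing: filaments 15 min 37 °C, then compound 30 min; measured by: fluorescein emission 520 nm, excitation 485 nm; benchmarks: per-plate controls and blanks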
# Mdm2 ligase inh – inhibitors of human Mdm2 E3 ubiquitin ligase | cell-based MDM2 ubiquitination luciferase reporter, 2 h; 0 = plate control, 100 = twice control, blank-subtracted | signal enhancement, % at 5 µM | actives 0.11% (n = 210,000) | AID 1230;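 active means signal enhancement of 30% or more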;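 further: luminescence tracks abundance of the self-degrading MDM2-luciferase fusion protein; higher signal means inhibition of MDM2 E3 ligase activity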
# Target sequence (Q00987 whole entry, looked up, the tested form may be a part): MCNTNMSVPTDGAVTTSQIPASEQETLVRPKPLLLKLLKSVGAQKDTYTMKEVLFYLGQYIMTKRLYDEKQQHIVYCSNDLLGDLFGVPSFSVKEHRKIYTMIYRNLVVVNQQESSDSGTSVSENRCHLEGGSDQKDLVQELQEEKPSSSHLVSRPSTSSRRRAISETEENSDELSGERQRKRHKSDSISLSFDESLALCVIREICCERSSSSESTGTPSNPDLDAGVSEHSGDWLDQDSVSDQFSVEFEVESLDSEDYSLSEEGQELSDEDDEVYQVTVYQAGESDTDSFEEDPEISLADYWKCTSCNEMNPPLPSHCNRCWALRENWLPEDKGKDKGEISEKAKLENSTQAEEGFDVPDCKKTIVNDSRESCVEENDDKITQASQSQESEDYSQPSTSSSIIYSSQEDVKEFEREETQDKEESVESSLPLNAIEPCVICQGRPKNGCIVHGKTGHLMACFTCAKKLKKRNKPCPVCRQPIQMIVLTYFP
#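 test system = mammalian cells stably expressing self-ubiquitinating, self-degrading MDM2 E3–luciferase fusion | quantity = 2000 cells/well | incubation = cell settling 4 h, compound treatment 2 h, both 37 °C | signal = luminescence with SteadyLite reagent, 15 min at room temperature | evaluation = % enhancement relative to plate controls after blank subtraction | benchmarks = plate controls and plate blanks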
# PERK inh – blocks human PERK kinase; Q9NZJ5; CHO PERK-DD fusion, SEAP luminescence translation reporter; inhibition, % at 5.6 µM; actives 0.17% (n = 220,000);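 active means inhibition above the mean inhibition of all tested compounds plus 3 SD, set separately per screening campaign, cut at about 2.9% in these data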;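 further: PERK kinase domain activated by AP20187 dimerizer at 100 nM; 0% = DMSO with dimerizer and 100% = rapamycin at 8.4 µM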
# eIF4E-4G inh – blocks eIF4E binding to eIF4G; TR-FRET eIF4E-eIF4GI(517-606) binding, 2 h; actives 0.37% (n = 220,000); inhibition, % at 21.7 µM;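 active means inhibition above about 30%, limit read from the data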;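 further: 0% = full FRET control wells and 100% = background wells lacking eIF4GI fragment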
# EBV gp42 block – blocks Epstein-Barr virus glycoprotein 42 binding. Q1HVG2. Fluorescence polarization binding assay, mP read-out. inhibition, % (tested at 21.74 µM). actives 0.42% (n = 220,000); in the data active means inhibition above about 50%
# Target sequence (Q1HVG2 whole entry, looked up): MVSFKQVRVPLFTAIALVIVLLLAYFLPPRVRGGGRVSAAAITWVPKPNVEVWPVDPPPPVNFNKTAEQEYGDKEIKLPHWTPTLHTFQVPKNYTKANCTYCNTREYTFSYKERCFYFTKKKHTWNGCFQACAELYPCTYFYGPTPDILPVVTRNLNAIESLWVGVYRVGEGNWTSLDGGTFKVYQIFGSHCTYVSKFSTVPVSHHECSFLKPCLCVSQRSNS
# Calpain2 inh – calpain II (pig) inhibition. AID 1236. actives 0.37% (n = 220,000). inhibition, % at 16 µM. purified calpain II, fluorogenic peptide substrate, 30 min;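 active means inhibition above about 50%, limit read from the data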
# zVAD death inh – L929 zVAD cell death inhibition; L929 zVAD necroptosis rescue, ATP luminescence, 24 h; with zVAD 60 µM; viability rescue, % at 10 µM; actives 0.38% (n = 220,000);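 active means activation, scaled between plate controls, above about 75%, limit read from the data; inactive means activation under that limit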;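 further: 0% = zVAD with DMSO and 100% = DMSO alone without zVAD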
# TNF necrop inh – inhibitors of TNF-alpha induced necroptosis in Jurkat FADD-/- cells. activation (protection from cell death), % at 10 µM. Jurkat FADD-/- TNF necroptosis rescue, ATP luminescence, 24 h; 0 = TNF only, 100 = no-TNF cells. actives 0.068% (n = 220,000). AID 463075;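 active means activation, meaning protection from cell death, of at least 50% relative to plate controls; inactive means activation below 50%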;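 further: necroptosis triggered by 40 ng/mL TNF-alpha added together with compound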
# Cl transport mod – modulates chloride dependent transport by human KCC2. Q9H2X9. KCC2 cells, thallium flux FluoZin-2 fluorescence. B-score of Tl+ flux slope (higher = more flux/activation; lower = inhibition) at 10 µM. actives 2.2% (n = 190,000);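 active means thallium flux slope and its plate-corrected score both differing from the plate sample mean at a set confidence after two filtering rounds, in either direction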;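 further: slope of fluorescence scaled to starting intensity during 10 to 20 s after thallium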
# An asterisk follows results filed as active; x = no result given; [ ] = dose if it differs, or a comment. The order is random; about 3.6% have a hit in one of these screens.
SMILES,Rad51 HR inh,Mdm2 ligase inh,PERK inh,eIF4E-4G inh,EBV gp42 block,Calpain2 inh,zVAD death inh,TNF necrop inh,Cl transport mod
CCc1nnc(NC(=O)c2ccc(S(=O)(=O)NC3CCCCC3)cc2)s1,5,-11,1.1,3,-5,-10,0.4,-0.4,x
O=C(CSCC(=O)N1CCOCC1)Nc1nc(-c2ccc3c(c2)OCO3)cs1,7,-13,0.0,-5,-12,-2,0.2,-0.3,-0.59
COC(=O)Nc1nnc(Cc2ccc(OC)cc2)s1,5,-2,-1.3,-3[fluorescence artefact?],-13,-21,1.7,0.7,x
COC(=O)CNC(=O)c1cccc(F)c1,-1,-7,0.8,0,-10,1,0.1,0.3,x
O=C(Nc1cccc(NC(=O)c2ncn[nH]2)c1)c1cccc(Cl)c1,14,-13,1.7,3,-12,-13,11,0.9,x
CN(C(=O)CSc1nnc(-c2ccccc2)o1)c1c(N)n(Cc2ccccc2)c(=O)[nH]c1=O,-11,-4,-0.8,4,-4,5,1.2,-3.1,-0.09
CCCNC(=O)Cc1c(OC)ccc2cc(Br)ccc12,0,-6,0.0,-2,4,-2,0.2,2.8,-0.52
CCC(=O)N(CC)Cc1cc(=O)[nH]c2ccccc12,x,-6,0.2,0,-11,27,x,0.8,0.79
CS(=O)(=O)N1CCN(S(=O)(=O)c2ccccc2[N+](=O)[O-])CC1,7,-4,1.1,-2,-11,-27,11,0.3,-0.23
Cc1c(CCOC(=O)C2C3CC4CC(C3)CC2C4)sc[n+]1CC(=O)c1ccc(Br)cc1 (stereo unspecified),-6,-8,-0.1,-4,-5,40,0.2,-0.9,1.1
CC(C)CNC(=O)C(=O)NNC(=O)C1CCCCC1,-4,-21,0.6,5,-12,-79,0.0,-1.8,0.44
NC12CC3CC(C1)CC(O)(C3)C2,-3,-9,1.4,-1,-4,-4,0.8,-1.0,-0.46
Cc1cccc(-n2nc([N+](=O)[O-])c(=NC3CCN(Cc4ccccc4)CC3)n2O)c1,4,-5,1.0,1,-12,27,8.2,-3.5,-1.7
COc1ccc(-c2csc(NC(=O)Cn3nc(C)cc3C)n2)cc1,-5,-22,-0.1,2,-8,19,2.1,-0.8,x
CCc1cc(OCCN2C(=O)NC(C)(C)C2=O)ccc1Cl,8,-12,-1.1,-5,6,24,0.5,2.7,x
CCNC(=O)C(=O)NCc1ccncc1,0,-10,0.4,-1,-11,-12,1.1,1.1,0.057
CCOc1ccc(OCC)c(NS(=O)(=O)c2ccc3c(c2)CCN3C(=O)C2CCC2)c1,5,-11,-0.8,3,-7,-21,0.0,0.7,-0.75
Cc1cccc(NC(=S)N(CCN(C)C)Cc2cc3cc(C)cc(C)c3[nH]c2=O)c1,-2,-10,-0.2,2,-1,-19,0.6,7.1,-0.11
CC(=O)Nc1ccc(NC(=O)C(C)n2c3ccccc3c3nc(=O)cc(C)n32)cc1 (stereo unspecified),-1,-6,0.5,2,9,-4,1.2,-4.4,1.7
O=C(O)Cc1ccc(NS(=O)(=O)c2ccccc2Br)cc1,8,-12,0.4,1,1,17,4.6,-0.1,0.18
Cc1cc(C)n(/N=C/c2ccc(C(C)C)cc2)c(=O)c1C#N,-18,-10,0.9,0[fluorescence artefact?],6,5,0.6,-0.4,-2.8
COc1cc(CNC(=O)c2nc(Cn3nc(C)c(Br)c3C)no2)cc(OC)c1,x,-11,0.4,-1,5,36,-0.5,0.8,-0.58
O=C(Nc1cc(=O)[nH]c2ncnn12)c1ccccc1F,-9,-7,-0.3,0,-18,2,0.8,0.9,x
COC(=O)c1cccc(N2C(=O)C(Cl)=C(N3CCOCC3)C2=O)c1,-6,-13,1.4,-8,4,-34,-0.1,2.1,x
CC1(OC(=O)C2CCCC2)C(=O)C=C2C=C(c3ccsc3)N(CCCCO)C=C2C1=O (stereo unspecified),3,-3,x,-5,-4,7,0.6,2.6,0.77
Cc1cccnc1Nc1ncnc(N)c1[N+](=O)[O-],x,-6,2.3,2,-8,-14,-0.3,0.6,0.053
CC(C)c1nc2sc3c(NCc4ccco4)ncnc3c2c2c1COC(C)(C)C2,4,-15,-0.4,-10,-20,-28,2.1,-3.7,x
Cc1cc(C)cc(NC(=O)CSc2nc3c(c(=O)n2C)SC(C)C3)c1 (stereo unspecified),2,-20,-0.4,-1,-18,6,1.0,3.2,-0.82
COc1ccc(C2CC(c3cccc(C)c3)n3nc(N)nc3N2)cc1 (stereo unspecified),2,-17,-0.1,-3,1,6,-1.0,0.7,0.43
COc1ccc(S(=O)(=O)N2CCOCC2)cc1NC(=O)CN1CCCCCC1,8,12,-0.3,-1,-28,1,1.3,1.8,0.52
COc1ccc(/C=N/c2nc3ccccc3n2C)cc1OC,-5,-32,-0.7,-5,-10,-8,-0.3,-0.3,-0.67
N=c1oc2ccc3ccccc3c2cc1-c1nc(-c2ccccc2)cs1,-27,-8,0.6,5[fluorescence artefact?],66*,-59,1.1,0.5,0.73
COc1ccc(C(=O)OCn2nnc3ccccc3c2=O)cc1,-12,-6,0.2,-2,1,38,0.5,0.0,-0.48
CCN(CC)C(=O)c1ccc(O)c(OC)c1,-13,x,1.1,3,-5,10,2.4,-1.2,0.056
COc1ccc(NC(=O)CSc2ccccc2)c(OC)c1,-3,-6,0.0,1,-17,-17,-0.3,0.2,1.3
O=C(CN(c1ccccc1)S(=O)(=O)c1ccc(F)cc1)N1CCCCCC1,-8,-9,-0.5,6[fluorescence artefact?],-12,5,-0.1,-0.5,-0.65
COC(=O)c1cc(Br)c(=O)n(Cc2ccc3c(c2)OCO3)c1,-3,0,-1.4,2,-12,9,-0.4,0.6,x
Cc1ccc2c(c1)[C@H]1OCC[C@H]1[C@@H](c1ccncc1)N2,4,-15,1.1,0,3,1,0.7,-0.8,x
O=C(O)COCC(=O)Nc1cc(C(F)(F)F)cc(C(F)(F)F)c1,-14,2,1.4,0,-3,2,0.8,0.1,0.92
COc1ccc2c(CCNC(=O)c3ccc([N+](=O)[O-])cc3)c[nH]c2c1,1,-16,-0.6,-1,-2,-9,3.4,-2.0,-0.0018
O=C(N/N=C/c1ccccc1)c1[nH]ncc1Br,3,-13,2.0,1,-1,14,0.8,-0.5,-0.11
CC1=CC(C)(C)N(C(=O)CCl)c2cc(C)ccc21,10,-6,0.2,1,-18,9,1.1,2.8,-0.087
CC(C)CC(=O)N1CCC(O)(CS(=O)(=O)Cc2ccccc2)CC1,0,-14,-1.2,-3,2,-37,0.1,-2.5,x
Cc1cc(/C=N/n2cnnc2)c(C)n1-c1cccc(C(=O)O)c1,1,-2,0.7,1,-6,-10,0.9,1.5,x
Cc1cc([N+](=O)[O-])nn1Cc1ccc(C(=O)N/N=C/c2ccc(O)cc2O)cc1,x,x,-0.4,2[fluorescence artefact?],-14,5,4.8,-8.9,0.49
Cc1ccc(Cl)cc1NC(=S)NCCCSC1CCCCC1,-3,7,0.0,-3,7,36,0.2,-8.7,0.46
COc1c(C(=O)N2CCCC2)ccc2ccccc12,-4,-3,1.3,3,-11,-8,0.2,-1.5,x
Cc1nn(-c2ccccc2)c(C)c1-c1cc(C(=O)N/N=C/c2ccc(O)cc2)[nH]n1,16,-13,0.7,-2,-6,-17,6.5,-11,-1.7
O=C(O)C1C2CCC(O2)C1C(=O)NCc1ccccc1Br (stereo unspecified),-1,-12,2.0,-5,-6,-28,5.7,-0.5,0.57
Cc1noc(C)c1CSc1ccccc1C(=O)Nc1nccs1,4,-18,-0.9,7,-4,27,-0.1,-2.8,x
CN(C)CC(C)(C)CNS(=O)(=O)c1ccc(Cl)s1,-4,-14,2.2,0,-4,0,0.2,0.8,-0.048
CN(Cc1nc2ccc(Cl)cc2[nH]1)Cc1nc(-c2cnccn2)no1,x,-16,0.1,3,-8,-4,0.1,1.9,0.0013
COc1ccc(CCNC(=O)COc2ncnc3ccccc23)cc1,-5,-16,-0.5,-5,6,-40,1.1,1.9,0.73
O=C(O)CCCCCN1C(=O)CSC1=S,8,7,-0.2,-2[fluorescence artefact?],-5,-39,-0.4,-4.6,0.17
CCO[C@H]1OC(C(=O)NC2CC2)=C[C@@H](c2ccc(C(F)(F)F)cc2)[C@@H]1CCCO,10,x,0.5,-1,-12,3,1.0,-2.0,-0.32
CCCOC(=O)c1ccc(OC(=O)c2ccco2)cc1,0,-13,1.8,-3,-29,27,-0.3,-4.4,-0.83
O=C(CCC(=O)Nc1ccc(F)cc1)N/N=C/c1cc([N+](=O)[O-])ccc1O,-13,-19,0.2,0,-2,7,-0.7,-1.4,-1
O=C(NCc1nnc(SCC(=O)N2CCCC2)o1)c1ccco1,18,3,0.9,-1,-7,1,-0.2,0.8,0.58
Cc1ccccc1OCC(=O)Nc1ccc2c(c1)Cc1ccccc1-2,-2,2,-0.1,-3,-5,19,-0.2,-5.5,0.66
COc1ccc(N2C(=O)CCC(C(=O)O)C2c2ccc(F)cc2)cc1 (stereo unspecified),-6,-8,2.5,-1[fluorescence artefact?],-3,-33,-0.5,-0.3,x

# A few values from the entries so far.
# COc1ccc(CCNC(=O)COc2ncnc3ccccc23)cc1 in Calpain2 inh: -40
# Cc1noc(C)c1CSc1ccccc1C(=O)Nc1nccs1 in Mdm2 ligase inh: -18

# The listing continues.
SMILES,Rad51 HR inh,Mdm2 ligase inh,PERK inh,eIF4E-4G inh,EBV gp42 block,Calpain2 inh,zVAD death inh,TNF necrop inh,Cl transport mod
Cc1csc(NC(=O)CSc2nnc(C)s2)n1,-2,-29,0.9,0,0,7,1.1,3.8,-0.16
O=C(O)CSc1ncnc2c1oc1ccccc12,7,-8,1.8,0,-12,9,0.0,-1.2,-0.6
COc1cc(C(=O)OCC(=O)NC(=O)C2CCCCC2)ccc1OC(F)F,11,2,-0.4,-2,-11,15,1.2,0.1,-0.13
O=C(NCCO)c1ccc2nc(-c3ccco3)c(-c3ccco3)nc2c1,6,-10,0.5,6,-4,-263,-0.9,-3.5,0.7
Cc1cc(O)ccc1N1C(=O)c2cccc3cc([N+](=O)[O-])cc(c23)C1=O,-1,-4,0.0,8,15,16,1.8,-0.2,-0.59
O=c1[nH]c(SCc2ccccc2Cl)nc2[nH]ncc12,21,-13,-0.5,1,0,-19,-0.1,-0.8,-0.091
O=C(CNS(=O)(=O)c1ccc(C(=O)N2CCOCC2)cc1)N1CCOCC1,8,-4,1.8,-16,-23,23,0.3,0.1,x
O=[N+]([O-])c1ccc2c(c1)C(N1CCOCC1)/C(=C/COc1ccc(F)cc1)O2 (stereo unspecified),-1,-4,-1.5,6[fluorescence artefact?],2,-14,-0.2,-2.1,-2.7
C=C(CO)C1Cc2cc(C(C)=O)ccc2O1 (stereo unspecified),6,-21,x,-16,-10,-19,0.1,-0.4,0.34

# Five of the entries above in order of their number in Mdm2 ligase inh, lowest first:
SMILES	Rad51 HR inh	Mdm2 ligase inh	PERK inh	eIF4E-4G inh	EBV gp42 block	Calpain2 inh	Cl transport mod
O=C(O)Cc1ccc(NS(=O)(=O)c2ccccc2Br)cc1	8	-12	0.4	1	1	17	0.18
COc1cc(CNC(=O)c2nc(Cn3nc(C)c(Br)c3C)no2)cc(OC)c1	x	-11	0.4	-1	5	36	-0.58
COc1ccc(N2C(=O)CCC(C(=O)O)C2c2ccc(F)cc2)cc1 (stereo unspecified)	-6	-8	2.5	-1[fluorescence artefact?]	-3	-33	x
CS(=O)(=O)N1CCN(S(=O)(=O)c2ccccc2[N+](=O)[O-])CC1	7	-4	1.1	-2	-11	-27	-0.23
COc1ccc(S(=O)(=O)N2CCOCC2)cc1NC(=O)CN1CCCCCC1	8	12	-0.3	-1	-28	1	0.52
